# DYRK1A inh = Dyrk1A (rat) kinase inhibition. Q63470. ADP-Glo luminescence, NFATc1 peptide. inhibition, % at 12.5 µM. actives 0.43% (n = 310,000); in the data active = inhibition above about 50%;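 also: plate controls were vehicle with enzyme for no effect and no enzyme for full effect; many of its hits are not listed in these tables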
# KCNK3 inh = human KCNK3 channel inhibition, primary screen; actives 0.84% (n = 340,000); B-score at 10 µM; O14649; CHO-KCNK3 thallium flux, FluxOR fluorescence; active compounds read low;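 active = B-score under library mean minus 4 SD, starting fluorescence ratio at most library mean plus 5 SD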;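 also: more negative B-score means stronger inhibition of thallium flux through KCNK3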
# GSK3beta inhib = blocks human GSK3beta kinase activity | P49841 | GST-GSK3beta kinase, ADP-Glo luminescence, 60 min; active compounds read low | activity score (negative = inhibition), % at 10 µM | actives 0.038% (n = 300,000) | AID 2097;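 active = more than half of replicate wells score below -50%, meaning over 50% inhibition versus plate controls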;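 also: 0% = median DMSO wells and -100% = median GW8510 positive control wells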
# Target sequence (P49841 whole entry, looked up): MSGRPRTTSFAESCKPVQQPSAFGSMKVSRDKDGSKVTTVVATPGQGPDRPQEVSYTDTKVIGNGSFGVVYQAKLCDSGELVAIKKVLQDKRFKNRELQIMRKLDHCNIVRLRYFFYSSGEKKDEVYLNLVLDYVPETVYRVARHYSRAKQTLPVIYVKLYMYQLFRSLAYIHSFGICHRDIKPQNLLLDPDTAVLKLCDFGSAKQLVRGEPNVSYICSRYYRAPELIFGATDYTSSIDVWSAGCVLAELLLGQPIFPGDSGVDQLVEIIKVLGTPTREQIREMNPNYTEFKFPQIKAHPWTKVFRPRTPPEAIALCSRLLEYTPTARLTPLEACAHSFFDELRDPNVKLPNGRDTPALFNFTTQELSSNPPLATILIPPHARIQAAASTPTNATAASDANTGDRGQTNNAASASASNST
#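 Assay system: GST-tagged human GSK3beta kinase, cell-free; Input: 1.6 ng GSK3beta; Medium: Tris/MgCl2 kinase buffer; Timing: 60 min enzyme reaction, room temperature; Signal: ADP-Glo luminescence quantifying ADP generated by kinase; Evaluation: score relative to plate controls; Benchmarks: DMSO neutral wells and GW8510 at 20 µM as positive.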
# KCNQ1 pot = human KCNQ1 channel potentiation or activation; P51787; CHO-K1 KCNQ1, thallium flux FluxOR fluorescence; active compounds read high; B-score at 10 µM; actives 0.35% (n = 310,000); AID 2648;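 active = fluorescence ratio B-score, a plate-corrected score, at least three library SD, with initial intensity B-score within 5 SD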
# Target sequence (P51787 whole entry, looked up): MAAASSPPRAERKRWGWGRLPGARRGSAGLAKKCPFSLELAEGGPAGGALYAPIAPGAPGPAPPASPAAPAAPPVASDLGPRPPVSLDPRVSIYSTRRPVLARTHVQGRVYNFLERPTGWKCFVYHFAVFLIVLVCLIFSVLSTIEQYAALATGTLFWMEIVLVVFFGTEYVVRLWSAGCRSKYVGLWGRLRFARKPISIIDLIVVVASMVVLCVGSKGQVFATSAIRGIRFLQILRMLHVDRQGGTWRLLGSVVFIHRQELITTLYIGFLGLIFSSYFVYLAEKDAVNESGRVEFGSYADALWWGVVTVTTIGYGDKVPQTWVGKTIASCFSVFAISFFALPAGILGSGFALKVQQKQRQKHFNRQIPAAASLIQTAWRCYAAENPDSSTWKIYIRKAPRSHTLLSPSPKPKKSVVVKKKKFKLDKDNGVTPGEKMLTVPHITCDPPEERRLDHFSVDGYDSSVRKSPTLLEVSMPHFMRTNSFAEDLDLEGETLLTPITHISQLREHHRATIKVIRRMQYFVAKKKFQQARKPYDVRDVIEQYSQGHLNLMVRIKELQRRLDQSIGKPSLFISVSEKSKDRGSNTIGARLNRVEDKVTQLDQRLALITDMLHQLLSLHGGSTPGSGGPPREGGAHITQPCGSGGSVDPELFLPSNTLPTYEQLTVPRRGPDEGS
#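 Doses: Single concentration per compound, DMSO matched to controls | Test system: KCNQ1-transfected CHO-K1 cells | Timing: 90 min dye loading and 20 min compound exposure, both at room temperature | Measured by: Kinetic FluxOR thallium fluorescence, 10-s 1-Hz baseline, 110-s post-stimulus read | Medium: Assay buffer with matched DMSO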
# KCNK9 block = blocks the human KCNK9 two-pore domain potassium channel. B-score at 10 µM. actives 1.2% (n = 310,000). HEK293 KCNK9, FluxOR thallium flux fluorescence; active compounds read low;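 active = ratio B-score over 3 SD below the library mean, with starting fluorescence within 5 SD of its mean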;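 also: negative B-score means less thallium flux so channel inhibition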
# RGS4 inh = human RGS4 inhibition; HEK293 M3R/RGS4 inducible, Fluo-4 calcium flux; active compounds read high; triggered by carbachol at its EC20; B-score at 10 µM; actives 0.45% (n = 310,000);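 active = B-score, a plate-corrected calcium signal, over three deviations above library mean, with baseline fluorescence within five deviations of library mean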;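 also: RGS4 expression induced by doxycycline in cells with stable M3 receptor; B-score is computed from the integrated fluorescence ratio over baseline after carbachol; higher B-score means a larger calcium signal and so more RGS4 inhibition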
# PolyA inhibitor = yeast polyadenylation inhibition | S. cerevisiae SKY197-pL101 polyadenylation reporter, beta-gal luminescence; efflux-impaired pdr1/pdr3 knockout yeast; score 100 = 6 SD above DMSO | actives 0.02% (n = 300,000) | calls only at 12 µM;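 active = lowest replicate activity score at least 50, where 100 means six control SD above control mean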;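 also: yeast exposed to compound for 9 h at 30 °C; higher score means more reporter readthrough which indicates perturbed polyadenylation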
# GSK3 alpha inh = blocks human GSK-3 alpha kinase; inhibition, % at 10 µM; P49840; actives 0.1% (n = 320,000); ADP-Glo luminescence, 60 min;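 in the data active = inhibition above about 50%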;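 also: GST-tagged GSK-3 alpha with peptide substrate and 25 µM ATP; 0% = DMSO neutral wells and 100% = GW8510 positive control wells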
# hERG rescue = shields human hERG channel from block by proarrhythmic agents | CHO-hERG, FluxOR thallium flux, dofetilide IC70 present | Q12809 | actives 0.51% (n = 310,000) | activation (rescue from dofetilide block), less the hit threshold, % at 10 µM;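 active = activation above the mean of controls blocked by dofetilide plus 5 SD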;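 also: thallium influx through hERG after potassium depolarization seen as dye fluorescence rise; in these data hits start at about 4.7%; inactives centre near -7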
# KCNQ1 block = blocks the human KCNQ1 potassium channel; P51787; actives 1.3% (n = 310,000); B-score at 10 µM; AID 2642; CHO-K1 KCNQ1, FluxOR thallium flux fluorescence; active compounds read high;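 active = compounds whose thallium flux B-score, printed positive for inhibition, exceeds three library SD while starting fluorescence stays within three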;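 also: channel opened by potassium depolarization with thallium stimulus after 20 min compound exposure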
# RGS4 act = RGS4 potentiation or activation; B-score at 10 µM; AID 463111; actives 0.92% (n = 310,000); HEK293 M3R/inducible RGS4, carbachol calcium flux Fluo4; active compounds read low;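 active = B-score of the integrated calcium signal more than 4 SD below the library mean, with starting fluorescence not abnormally high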;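 also: negative B-score means reduced calcium response which marks RGS4 activation or potentiation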
#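 Material: M3R-expressing HEK293 line, RGS4 induced by doxycycline | Schedule: Overnight RGS4 induction, 30 min dye load 37 °C, 20 min compound RT | Measured by: Fluo4 fluorescence kinetic imaging of calcium | Read-out: Integrated calcium ratio converted to B score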
# * marks the source's active call; other numbers are inactive results; i = inactive; nt = not tested or not shown. These rows are one share of the data; count on the stated rates, not on these rows.
SMILES,DYRK1A inh,KCNK3 inh,GSK3beta inhib,KCNQ1 pot,KCNK9 block,RGS4 inh,PolyA inhibitor,GSK3 alpha inh,hERG rescue,KCNQ1 block,RGS4 act
O=C(Nc1ccc(Br)cc1)c1cccc(NC(=O)C2C3CC4OC(=O)C2C4C3)c1 (stereo not drawn),2,i,2,i,i,i,i,-2,-11,i,i
Cc1ccc(SCCc2cc[n+](CC(=O)c3ccccc3)cc2)cc1,0,i,2,i,i,i,i,6,-20,i,i
COC(=O)c1ccc(NC(=O)CN(C2CCCCC2)S(C)(=O)=O)cc1,-8,i,1,i,i,i,i,-6,-8,i,i
Cc1nnc(SCC(=O)N2c3ccccc3CC2C)[nH]c1=O (stereo not drawn),1,i,2,i,i,i,i,-1,-6,i,i
COc1ccc(C(CC(=O)O)n2cnnn2)cc1 (stereo not drawn),-2,i,2,i,i,i,i,0,0,i,i
C/C=C(\C)C(=O)OC1c2c(ccc3ccc(=O)oc23)OC(C)(C)C1OC(C)=O (stereo not drawn),6,i,3,i,i,i,i,-1,-10,i,i
O=C(CCN1C(=O)c2ccccc2S1(=O)=O)NCc1ccc(F)cc1,-3,i,2,i,i,i,i,nt,-7,i,i
O=C(c1cc2nc(-c3ccccc3)cc(C(F)(F)F)n2n1)N1CCOCC1,-12,i,4,i,i,i,i,-1,-1,i,i
c1ccc(Cn2nnc3c(NCC4CCCO4)nc(C4CC4)nc32)cc1 (stereo not drawn),nt,i,4,i,i,i,i,-1,-15,i,i
CN(Cc1ccccc1)C(=O)COC(=O)c1ccc(Cl)cc1N,2,i,-4,i,i,i,i,1,-9,i,i
CCCCC(=O)Nc1ccc(Cl)cn1,12,i,-1,i,i,i,i,0,-4,i,i
COc1ccc(-c2cc(=O)[nH]c(=S)[nH]2)cc1,11,i,-1,i,i,i,i,0,-8,i,i
COc1ccc(Nc2nc(C(=O)N3CCc4ccccc4C3)cs2)cc1,0,i,-1,i,i,i,i,2,-23,i,i
COc1ccc(N(CC(=O)Nc2ccccc2C(=O)N2CCCC2)S(C)(=O)=O)cc1,-9,i,-3,i,i,i,i,-2,-6,i,i
CCCn1c(=O)c(C(=O)c2ccccc2)nc2ccccc21,2,i,4,i,i,i,i,-1,-4,i,i
CC1(c2nnc(Cc3ccccc3)o2)CC(c2ccc(OC(F)(F)F)cc2)=NO1 (stereo not drawn),5,i,-2,i,i,i,i,nt,-10,i,i
Cc1nnc(NC(=O)CSc2nnc(Cc3cccn3C)n2-c2cccc(C)c2C)s1,nt,nt,1,i,i,i,i,-8,-5,i,i
Cc1nc(SCCO)c2oc3ccccc3c2n1,7,i,1,i,i,i,i,2,-3,i,i
Cc1ccc(-n2nc(N)c3c(=O)oc(N(C)C)nc32)cc1,-2,i,2,i,i,i,i,1,-12,i,i
N/C(=N\OC(=O)c1cc(-c2ccccc2)nc2ccccc12)c1ccncc1,1,i,-2,i,i,i,i,0,-5,i,i
Cn1c(C(=O)N2COCC2(C)C)cc2c(=O)n3ccccc3nc21,-2,i,-2,i,i,i,i,-2,-9,i,i
COCCn1c(=O)[nH]c2cc(C(=O)OC)ccc2c1=O,0,i,3,i,i,i,i,-1,-6,i,i
Cc1cccc2sc(NC(=O)C3=NN(c4ccccc4)C(=O)CC3)nc12,-3,i,0,i,i,i,i,7,-7,i,i
COc1ccccc1CN1CC(C(=O)NCCCc2ccc(F)cc2)CCC1=O (stereo not drawn),-2,i,1,i,i,i,i,-1,-8,i,i
N#C/C(=C/C=C/c1ccccc1)C(=O)Nc1ccccc1,-13,i,nt,i,i,i,i,0,-11,i,i

# Rewritten with values under each structure: 2 of the compounds above.
# Screens in order: DYRK1A inh	KCNK3 inh	GSK3beta inhib	KCNQ1 pot	KCNK9 block	RGS4 inh	PolyA inhibitor	GSK3 alpha inh	hERG rescue	KCNQ1 block	RGS4 act
> N/C(=N\OC(=O)c1cc(-c2ccccc2)nc2ccccc12)c1ccncc1
    1	i	-2	i	i	i	i	0	-5	i	i
> Cn1c(C(=O)N2COCC2(C)C)cc2c(=O)n3ccccc3nc21
    -2	i	-2	i	i	i	i	-2	-9	i	i

# For reference, some entries already given:
SMILES,DYRK1A inh,KCNK3 inh,GSK3beta inhib,KCNQ1 pot,KCNK9 block,RGS4 inh,PolyA inhibitor,GSK3 alpha inh,hERG rescue,KCNQ1 block,RGS4 act
O=C(Nc1ccc(Br)cc1)c1cccc(NC(=O)C2C3CC4OC(=O)C2C4C3)c1 (stereo not drawn),2,i,2,i,i,i,i,-2,-11,i,i
Cc1ccc(SCCc2cc[n+](CC(=O)c3ccccc3)cc2)cc1,0,i,2,i,i,i,i,6,-20,i,i
COC(=O)c1ccc(NC(=O)CN(C2CCCCC2)S(C)(=O)=O)cc1,-8,i,1,i,i,i,i,-6,-8,i,i
Cc1nnc(SCC(=O)N2c3ccccc3CC2C)[nH]c1=O (stereo not drawn),1,i,2,i,i,i,i,-1,-6,i,i
COc1ccc(C(CC(=O)O)n2cnnn2)cc1 (stereo not drawn),-2,i,2,i,i,i,i,0,0,i,i
C/C=C(\C)C(=O)OC1c2c(ccc3ccc(=O)oc23)OC(C)(C)C1OC(C)=O (stereo not drawn),6,i,3,i,i,i,i,-1,-10,i,i
O=C(CCN1C(=O)c2ccccc2S1(=O)=O)NCc1ccc(F)cc1,-3,i,2,i,i,i,i,nt,-7,i,i
O=C(c1cc2nc(-c3ccccc3)cc(C(F)(F)F)n2n1)N1CCOCC1,-12,i,4,i,i,i,i,-1,-1,i,i
c1ccc(Cn2nnc3c(NCC4CCCO4)nc(C4CC4)nc32)cc1 (stereo not drawn),nt,i,4,i,i,i,i,-1,-15,i,i
CN(Cc1ccccc1)C(=O)COC(=O)c1ccc(Cl)cc1N,2,i,-4,i,i,i,i,1,-9,i,i
CCCCC(=O)Nc1ccc(Cl)cn1,12,i,-1,i,i,i,i,0,-4,i,i
COc1ccc(-c2cc(=O)[nH]c(=S)[nH]2)cc1,11,i,-1,i,i,i,i,0,-8,i,i
COc1ccc(Nc2nc(C(=O)N3CCc4ccccc4C3)cs2)cc1,0,i,-1,i,i,i,i,2,-23,i,i
COc1ccc(N(CC(=O)Nc2ccccc2C(=O)N2CCCC2)S(C)(=O)=O)cc1,-9,i,-3,i,i,i,i,-2,-6,i,i

# Other entries
SMILES,DYRK1A inh,KCNK3 inh,GSK3beta inhib,KCNQ1 pot,KCNK9 block,RGS4 inh,PolyA inhibitor,GSK3 alpha inh,hERG rescue,KCNQ1 block,RGS4 act
O=C1CCCc2nc(N3CCCCC3)sc21,-4,i,1,i,i,i,i,1,-6,i,i
Cc1ccc(CSc2ccc(C(=O)N3CCOCC3)cc2[N+](=O)[O-])cc1,-6,i,0,i,i,i,i,-1,-16,i,i
CCCCn1c(N)c(N(CCOC)C(=O)COc2c(C)cccc2C)c(=O)[nH]c1=O,10,i,0,i,i,i,i,0,-5,i,i
CCSc1nnc(NC(=O)Cc2ccc(OC)c(S(=O)(=O)N3CCOCC3)c2)s1,5,i,0,i,i,i,i,-7,-14,i,i
CCn1c(CC(=O)Nc2ccc(Cl)cc2)nnc1SCC(=O)N1CCOCC1,-2,i,-1,i,i,i,i,-3,-14,i,i
COc1ccc(OCC(=O)N/N=C/C2CC=CCC2)cc1 (stereo not drawn),0,i,2,i,i,i,nt,-1,-18,i,i
Cc1nc(/C(=N/O)C(N)=O)cs1,-3,i,-2,i,i,i,i,-1,-12,i,i
Cc1ccc(C)c(C(=O)COc2ccc(C)nc2[N+](=O)[O-])c1,1,i,0,i,i,i,i,0,-1,i,i
Cc1ccc(F)cc1NC(=O)CSc1nnc(CNC(=O)c2ccco2)n1C,6,i,-2,i,i,i,i,0,-8,i,i
Cc1cc(C)cc(N(CC(=O)NCc2ccco2)C(=O)CCC(=O)Nc2ccccn2)c1,-7,i,-5,i,i,i,i,nt,-9,i,i
CC1(C)Oc2ccc(C(=O)NC3CCCC3)cc2N(CC(=O)NC2CCCCC2)C1=O,-4,i,0,i,i,i,i,nt,-7,i,i
Cc1sc2nc(-c3ccco3)oc(=O)c2c1C,-7,i,-1,i,i,i,i,-1,-11,i,i
COc1ccccc1CC(=O)Nc1ccc(-c2nnc(-c3ccco3)o2)cc1,4,i,3,i,i,i,i,1,-8,i,i
CCc1ccc(N(C(=O)c2csnn2)C(C(=O)NC2CCCCC2)c2cccnc2)cc1 (stereo not drawn),-6,i,-2,i,i,i,i,-1,-6,i,i
Cc1cc(O)c(-c2cc(C(=O)Nc3ccc(S(=O)(=O)N4CCOCC4)cc3)[nH]n2)cc1C,3,i,4,i,i,i,i,-1,-2,i,i
CCOc1c(Cl)cc(CNCC(C)C)cc1OC,1,i,0,i,i,i,i,-6,-2,i,i
CCN(CC(=O)Nc1cc(Cl)ccc1C)C(=O)c1cc([N+](=O)[O-])ccc1N1CCOCC1,0,i,-1,i,i,i,i,0,-7,i,i
O=C(/C=C/Nc1ccc(F)cc1)c1ccco1,3,i,3,i,i,i,i,1,-2,i,i
COc1ccc(/C=N/NC(=O)c2cccnc2)c(C(=O)O)c1OC,-5,i,2,i,i,i,i,-1,-6,i,i
CCOC(=O)c1cc(C#N)c(SC)nc1C,nt,i,1,i,i,i,i,-3,-12,i,i
C=CCN(C(=O)Cn1nc(C)n2c(cc3cc(C)ccc32)c1=O)c1ccccc1,nt,i,-5,i,i,i,i,-1,-9,i,i
N#Cc1cccnc1Oc1ccccc1,-2,i,2,i,i,i,i,-2,-6,i,i
CCc1cc(CNC(=O)CCc2nnc(CCCc3ccccc3)o2)on1,-8,i,1,i,i,i,nt,0,-10,i,i
CCCCN(C)C(=O)c1oc2ccc(S(=O)(=O)N3CCCCCC3)cc2c1C,-7,i,2,i,i,i,i,-1,-13,i,i
O=C(COc1ccc2c3c(c(=O)oc2c1)CCCC3)NCCCN1CCCC1=O,2,i,-2,i,i,i,i,-1,-13,i,i
CCc1nnc(NC(=O)C2Cc3ccccc3CN2S(=O)(=O)c2ccc(C)cc2)s1 (stereo not drawn),0,i,1,i,i,i,i,nt,-13,i,i
O=C(Cc1ccc(Cl)cc1Cl)Nc1ccncc1Cl,1,i,-4,i,i,i,i,1,-18,i,i
c1csc(-c2cc(N3CCCCC3)c3ccccc3n2)c1,nt,i,8,i,i,i,i,-2,-3,i,i
COc1ccc(N=C2S/C(=C\c3ccco3)C(=O)N2CC(C)C)cc1,-30,i,5,i,i,i,i,1,-7,i,i

# Screens as filed in PubChem.
